SUMO1-SIM PPI = alters human SUMO1 binding to SIM partners; hit rate 0.33% among 360,000; inhibition, % at 20 µM; SUMO1 binding to a labelled peptide, TR-FRET, 1 h; in the data active = inhibition above about 37%
Target sequence (P63165 whole entry, looked up): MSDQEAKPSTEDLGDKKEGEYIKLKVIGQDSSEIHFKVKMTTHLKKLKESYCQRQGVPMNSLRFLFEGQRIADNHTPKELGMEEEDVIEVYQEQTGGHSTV
SKN-1 block = blocks SKN-1 activity in C. elegans | hit rate 0.49% among 360,000 | AID 624304 | C. elegans VP596 Pgst-4::GFP/RFP ratio, acrylamide-induced, 24 h | inhibition, % at 21.8 µM;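 active = interference check ratio from 0.5 to 1.5 plus GFP to RFP signal ratio inhibition reaching or exceeding a fixed threshold, cut at about 30% in these data, passing the limit was not always enough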; note: some compounds called inactive have numbers as strong as hits
Scp1 inh = inhibitors of human Scp-1 phosphatase; Q9GZU7; Recombinant Scp1, phosphopeptide, malachite green phosphate absorbance; inhibition, % at 20 µM; hit rate 0.88% among 340,000;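 active = inhibition above about 50% at 20 µM, limit read from the data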;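 note: plate controls were DMSO wells with enzyme for no effect and wells lacking enzyme for full effect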
Target sequence (Q9GZU7 76-261 limits assumed): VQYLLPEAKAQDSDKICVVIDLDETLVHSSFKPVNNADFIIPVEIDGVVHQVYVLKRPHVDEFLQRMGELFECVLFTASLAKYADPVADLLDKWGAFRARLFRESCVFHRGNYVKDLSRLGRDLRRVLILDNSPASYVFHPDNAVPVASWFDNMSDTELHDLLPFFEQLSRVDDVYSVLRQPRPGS
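System: truncated SCP-1 phosphatase (76-261aa); medium: Tris acetate buffer pH 5.5 with MgCl2 and Tween-20; incubation: 45 min room-temperature reaction, 5 min colour, 30 min stabiliser; compound: single 20 µM dose, 1% DMSO; reagent: Phosphorylated 17-residue peptide substrate; read-out: % inhibition at 20 µM; technique: colorimetric free-phosphate detection, absorbance 630 nm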
NRP1-CendR mod = modulators of CendR peptide binding to human neuropilin-1. FAM-RPARPAR peptide binding to NRP-1, fluorescence polarization. inhibition, % at 25 µM. hit rate 0.85% among 360,000. AID 602438;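 active = inhibition or corrected inhibition above about 18%, plus a signal ratio from 0.5 to 1.5, limit read from the data, passing the limit was not always enough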; note: strong numbers were not always called active
TbMetRS inhib = Trypanosoma brucei MetRS inhibition. purified T. brucei MetRS, ATP depletion, Kinase-Glo luminescence. inhibition, % at 11.9 µM. hit rate 0.4% among 360,000. AID 624268;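 active = inhibition above a per-plate cutoff of the control wells' mean inhibition plus 3 SD, cut at about 5.5% in these data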;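 note: 0% = DMSO wells median and 100% = median of wells with control inhibitor compound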
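assay system = parasite MetRS enzyme | timing = 15 min preincubation, 2 h reaction, all 25 °C | evaluation = percent inhibition relative to median high and low control wells | medium = HEPES buffer containing pyrophosphatase, BSA, spermine, DTT | compound = single dose, 11.9 µM final nominal, 0.9% final DMSO | detection = Kinase-Glo luminescence, ATP depletion format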
STEP block = STEP (human) phosphatase inhibition; P54829; recombinant STEP, OMFP fluorogenic substrate, fluorescence; inhibition, % at 20 µM; hit rate 0.25% among 360,000;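 active = inhibition at 20 µM, scaled per plate between control wells, above about 37%, limit read from the data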;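 note: 0% = DMSO with enzyme and substrate and 100% = substrate only without enzyme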
Target sequence (P54829 whole entry, looked up): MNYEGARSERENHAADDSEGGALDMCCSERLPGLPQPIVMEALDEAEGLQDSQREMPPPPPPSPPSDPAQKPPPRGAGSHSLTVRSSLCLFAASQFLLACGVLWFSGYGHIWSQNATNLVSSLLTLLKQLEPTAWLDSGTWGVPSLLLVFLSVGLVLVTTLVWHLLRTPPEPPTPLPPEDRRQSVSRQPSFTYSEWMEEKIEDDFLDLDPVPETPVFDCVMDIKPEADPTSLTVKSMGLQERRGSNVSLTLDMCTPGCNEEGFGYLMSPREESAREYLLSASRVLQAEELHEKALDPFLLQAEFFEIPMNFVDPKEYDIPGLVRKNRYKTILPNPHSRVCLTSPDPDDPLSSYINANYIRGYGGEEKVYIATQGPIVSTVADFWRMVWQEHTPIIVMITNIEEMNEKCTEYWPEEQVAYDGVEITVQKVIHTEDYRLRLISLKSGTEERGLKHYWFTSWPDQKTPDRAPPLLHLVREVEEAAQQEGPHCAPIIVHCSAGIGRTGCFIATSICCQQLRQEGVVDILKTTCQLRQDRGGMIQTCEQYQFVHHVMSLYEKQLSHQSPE
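Measure: Control-normalized % inhibition with plate pattern correction | Test system: STEP phosphatase, cell-free reaction | Medium: pH 6.0 Bis-Tris with DTT and Tween 20 | Technique: Fluorescence, 480/540 nm | Times: Reaction 20 min, ambient temperature | Doses: Single compound dose of 20 µM, 1% DMSO final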
DNMT1 block = blocks human DNA methyltransferase DNMT1. P26358. hit rate 0.83% among 360,000. DNMT1 molecular beacon, Hinp1I cleavage, fluorescence. inhibition (reported as % activation of signal), % at 10 µM; in the data active = inhibition above about 50%
NadD block = NadD (S. aureus) enzyme inhibition. inhibition, % at 20 µM. purified NadD enzyme, colorimetric absorbance read-out. hit rate 0.78% among 360,000; in the data active = inhibition above about 26%; note: some compounds past the cut are filed as inactive
Neddylation inh = cullin neddylation inhibition. TR-FRET cullin neddylation, biochemical. calls only at 25 µM. hit rate 0.58% among 360,000. P61081+Q13564; in the data active = inhibition above about 36%
LMPTP block = blocks human LMPTP phosphatase; inhibition, % at 20 µM; recombinant LMPTP-A, OMFP fluorogenic substrate, fluorescence intensity; AID 651560; hit rate 0.22% among 360,000; P24666;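 active = compounds that cut the enzyme signal by at least half of the control window in the single-dose screen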;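 note: plate controls were DMSO wells with enzyme plus substrate for no effect and substrate without enzyme for full effect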
Target sequence (P24666 whole entry, looked up): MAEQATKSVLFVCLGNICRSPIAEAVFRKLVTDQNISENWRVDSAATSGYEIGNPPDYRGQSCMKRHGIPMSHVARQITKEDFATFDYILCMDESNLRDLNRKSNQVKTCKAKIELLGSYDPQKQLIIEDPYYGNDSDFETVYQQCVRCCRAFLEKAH
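Test system: LMPTP-A phosphatase enzyme. Amount: LMPTP-A at 0.625 nM final in the reaction. Reagent: OMFP substrate, 400 µM final. Times: 50 min at room temperature. Signal: endpoint fluorescence intensity from OMFP dephosphorylation. Read-out basis: % inhibition. Benchmarks: no-enzyme and uninhibited controls.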
The depositor's hits bear a star; i = inactive; . = no result given; + = active, no number. An unsorted share of the library; overall some 4.6% were active at least once.

Molecule	SUMO1-SIM PPI	SKN-1 block	Scp1 inh	NRP1-CendR mod	TbMetRS inhib	STEP block	DNMT1 block	NadD block	Neddylation inh	LMPTP block
COc1ccc2oc(=O)c(-c3nc(C)cs3)cc2c1	4	16	0	-17	-0.3	2	0	0	i	-1.7
CC(=O)c1ccc(Nc2cc(C)nc3nc(C)nn23)cc1	3	-3	-8	10	-1.3	-2	-2	0	i	0.8
CCN(CC)S(=O)(=O)c1ccc(OC)c(NC(=O)c2cc(C)on2)c1	3	11	15	-2	-0.5	-2	6	-2	i	-0.5
CCN(CC(=O)NC1CCS(=O)(=O)C1)S(=O)(=O)c1ccc2ccccc2c1 (centres undefined)	0	-1	-3	-4	-0.1	1	16	-7	i	-1.1
CCc1cccc(CC)c1NC(=S)N(CCN(C)C)C(C)c1cccnc1 (centres undefined)	3	-13	4	5	-1.2	0	0	-7	i	-5.1
CCOC(=O)N1CCN(S(=O)(=O)c2cc3c(cc2C)NC(=O)CO3)CC1	-1	9	-1	3	-0.5	1	4	6	i	-0.9
NC(=O)N1CC(O)CC1C(=O)Nc1ccc(Cl)c(Cl)c1 (centres undefined)	1	-28	-2	2	-0.8	0	1	10	i	-0.7
Cc1ccc(C(=O)Oc2cc(C)n(C)c(=O)c2)cc1	0	3	0	-4	-0.3	-2	2	2	i	-1.3
OC1C2CCC(C2)C1CN1CCOCC1 (centres undefined)	-6	13	-5	17	-0.4	0	7	-1	i	-1.5
COC(=O)c1cc(OC)c(OC)cc1NC(=O)Cc1ccccc1[N+](=O)[O-]	-6	13	0	0	-0.4	1	5	-3	i	-0.9
C/C(=N\Nc1nc(C)cc(=O)[nH]1)C1CC1	-2	3	-6	12	0.1	1	2	-2	i	-0.6
COc1ccc(-c2c(-c3cc(OC)cc(OC)c3)n(C)c3ccc(-c4cnc(N)nc4)cc23)cc1	-1	2	4	-7	-0.3	0	54*	17	i	-1.0
COc1ccccc1CN1C[C@@H]2C[C@@H](c3ccccc3OC)N3CCC[C@@]23C1=O	3	6	-11	-44	-0.3	-2	7	-3	i	-0.6
CCCCS(=O)(=O)N1CCCC(C(=O)Oc2ccccc2)C1 (centres undefined)	4	16	-4	-3	-0.3	2	-3	-4	i	-2.0
O=C(NC1CC1)c1ccccc1NC(=O)c1ccccc1OC(F)F	-1	16	.	-3	-0.2	-2	-2	-3	i	-1.1
CN(C)/C=N/c1sc2c(c1C#N)CCCCC2	7	2	2	4	-0.6	-2	-1	1	i	-0.4
CC(C)C(c1nnnn1CC1CCCO1)N1CCN(C2CCCC2)CC1 (centres undefined)	2	28	2	7	-1.0	2	0	7	i	-1.5
c1ccc(CCc2nc(-c3ccccc3)no2)cc1	-6	-11	-6	3	-1.2	1	1	-5	i	0.3
CCSc1nncn1/N=C/c1ccc(OC)c(OC)c1	-10	14	-4	2	-0.3	4	1	-2	i	-1.1
O=C(C1CC1)N1CCN(c2ccc([N+](=O)[O-])cc2-n2cccc2)CC1	-30	9	-3	-1	-0.2	0	0	1	i	0.1
CC(=O)Nc1cccc(OCC(=O)Nc2ccccc2)c1	2	2	-6	-6	-0.7	-2	1	-6	i	1.9
CCOc1ccc(Nc2cc3n(c(=O)n2)CCc2cc(OC)c(OC)cc2-3)cc1	15	5	0	1	-0.8	3	-5	11	i	2.1
Cc1ccc(/C=c2\sc3nc(-c4cccnc4)nn3c2=O)cc1	25	-19	0	-8	-0.2	4	2	12	i	2.0
Cc1cc(C)c2c(CCl)cc(=O)oc2c1	-1	9	-4	-7	-0.9	1	6	-3	i	-2.7
CCOC(=O)C1(C)CCN1C(=O)c1ccc(Cl)nc1 (centres undefined)	2	3	.	-5	0.5	1	7	2	i	-0.4
CCCc1cc(=O)[nH]c(SCc2ccc(Cl)cc2)n1	5	-10	-3	7	0.4	1	3	2	i	-2.0
CCCn1c2ccc(C)cc2c2nnc(SCCN3CCCCC3)nc21	-21	16	-2	0	0.3	0	-1	7	i	4.0
CN(C)c1ccc(/C=N/n2c(-c3cccnc3)n[nH]c2=S)cc1	-13	9	-1	5	-0.5	-2	1	2	i	-1.4
NC(=O)c1nsc(C(=O)N(CCCN2CCOCC2)C(C(=O)NC2CCCCC2)c2ccc(Cl)cc2)c1N (centres undefined)	-9	12	-6	4	-0.5	1	-1	3	i	-1.8
O=C(CCN1C(=O)c2ccccc2S1(=O)=O)Nc1ccc2c(c1)OCCO2	0	1	2	-2	-1.4	0	8	-3	i	-1.5
O=C(CCC(=O)N1CCN(c2cccc(Cl)c2)CC1)N1CCN(c2ccccc2)CC1	4	-2	-7	5	-0.6	2	0	-4	i	-1.3
COc1cccc(C(C)(O)c2nc(-c3ccc(C)c(C)c3)cs2)c1 (centres undefined)	-1	26	.	-2	-0.1	0	1	-8	i	2.3
C/C(=N\NC(=S)NC1CCCCC1)c1cccc(Br)c1	-3	0	0	-3	1.0	-2	-4	-4	i	1.3
Cc1ccc(Cc2c(-c3ccccc3)nc3ccc(Cl)cn23)cc1	4	9	.	-9	-0.4	0	8	6	i	3.9
CCN(c1ccccc1)S(=O)(=O)c1ccc(C(=O)N2CCN(c3ccccc3)CC2)cc1	2	10	-12	11	-0.1	0	-2	-1	i	2.8
O=C(Nc1ccccc1O)c1csc2c1CCCC2	-1	-4	-5	-12	-0.5	-2	-1	-11	i	-0.6
O=C(NCc1ccc2c(c1)OCO2)c1ccc(-c2ccc(Cl)cc2)o1	-9	4	-13	-4	1.4	1	0	-8	i	4.9
CC(C(=O)N1CCN(Cc2ccccc2)CC1)n1ncn2cccc2c1=O (centres undefined)	4	-12	-7	-1	-0.1	-1	1	-8	i	-1.3
OCC1OC(n2ccc3c(NO)ncnc32)C(O)C1O (centres undefined)	-26	11	10	-8	-0.1	-4	7	3	i	-1.1
CCOc1ccc(NC(=O)NC2(C(=O)NCc3ccco3)CCCCC2)cc1	2	8	-3	1	0.1	0	2	0	i	-0.1
Cc1cc(C)cc(OCc2nnc(SCC(=O)OC3CCCCC3)o2)c1	-1	8	-15	0	0.1	-1	1	3	i	2.6
CC#CC(=O)N1CCC(CCC(=O)N(C)Cc2ccccc2)CC1	4	6	-8	-3	-0.3	-3	0	2	i	1.7
O=C(/C=C\Nc1ccccc1Br)c1ccc2c(c1)OCO2	-18	3	-6	12	-0.8	2	-1	-2	i	4.9
O=C(Nc1nc(-c2cccs2)cs1)c1ccc(Cl)cc1	-3	30	-4	0	0.3	4	-20	0	i	-0.2
Cc1ccc(S(=O)(=O)NCCCn2ccnc2)cc1	-5	8	-10	5	-1.1	-2	8	2	i	-2.8
CC1(C(=O)NCc2cccs2)Cc2c(-c3ccc(C(N)=O)cc3)ccnc2O1 (centres undefined)	1	-13	.	1	-0.3	1	1	-4	i	-1.3
O=C(NNC(=O)c1ccc(Br)s1)c1ccc(F)c(S(=O)(=O)N2CCOCC2)c1	3	2	-5	-2	-0.3	5	0	-1	i	-1.9
COc1ccc(N(CC(=O)N2CCN(c3ccccc3F)CC2)S(=O)(=O)c2c(C)n[nH]c2C)cc1	3	0	2	5	-0.2	-5	-2	-3	i	1.6
CC(C)(C)OC(=O)N1CC(O)CC1C(=O)OCC(=O)c1ccc(Cl)cc1 (centres undefined)	-1	-15	6	12	0.2	-1	4	-2	i	0.0
COc1ccc(OCc2cnc(Cl)s2)cc1	0	21	-2	19	0.1	-4	0	3	i	-0.9

(more compounds)
Molecule	SUMO1-SIM PPI	SKN-1 block	Scp1 inh	NRP1-CendR mod	TbMetRS inhib	STEP block	DNMT1 block	NadD block	Neddylation inh	LMPTP block
CCC(C)[C@H](NC(=O)c1cc2cc(Cl)ccc2n1C)C(=O)N1CCC[C@H]1C(=O)O (some centres undefined)	4	20	-1	-4	0.6	-1	-1	7	i	-1.0
Cc1ccc(C)c(N2N=C(C(=O)OCC(=O)N(C)c3ccccc3)CCC2=O)c1	-1	4	-6	-5	-0.3	3	-2	-2	i	0.2
CC(C)c1cc(Cn2c3ccccc3c(=O)n2C(C)C)on1	2	-23	.	-5	-0.2	1	-6	-6	.	0.1
CCn1c2ccccc2n2c(=O)c(=O)n(CC(=O)Nc3ccc(C(C)C)cc3)nc12	2	9	-8	-8	0.1	0	5	19	i	-0.2
Cc1nc2c(c(C)nn2-c2ccccc2)c(C)c1CCC(=O)Nc1ccc(CN2CCCC2)cc1	-7	0	-4	-8	-0.8	2	1	1	.	5.0
CC(C)Nc1nc(SCC(=O)Nc2ccccc2)nc(N2CCOCC2)n1	-1	-9	2	2	-1.0	-2	7	4	i	-1.5
CCn1c(COc2ccccc2)nnc1SCc1ccc(C#N)cc1	0	-1	-6	-5	-1.4	2	1	-2	i	1.1
CC(=O)Nc1cc2c(cc1C(=O)C(C)C)OCCO2	-2	-13	2	8	-1.1	-3	-2	-2	i	-2.5
COc1ccc(NC(=O)c2cc(-c3cc(Cl)ccc3C)n[nH]2)c(OC)c1	0	5	.	3	0.0	2	-8	2	i	3.1
COC(=O)c1cccc(N(CC(=O)NC2CCCC2)C(=O)CNC(=O)c2cccs2)c1	3	9	-6	14	-0.5	-3	1	-6	i	-0.5

Given with each value named: entries from further up.
CCn1c2ccccc2n2c(=O)c(=O)n(CC(=O)Nc3ccc(C(C)C)cc3)nc12
  SUMO1-SIM PPI: 2
  SKN-1 block: 9
  Scp1 inh: -8
  NRP1-CendR mod: -8
  TbMetRS inhib: 0.1
  STEP block: 0
  DNMT1 block: 5
  NadD block: 19
  Neddylation inh: i
  LMPTP block: -0.2
Cc1nc2c(c(C)nn2-c2ccccc2)c(C)c1CCC(=O)Nc1ccc(CN2CCCC2)cc1
  SUMO1-SIM PPI: -7
  SKN-1 block: 0
  Scp1 inh: -4
  NRP1-CendR mod: -8
  TbMetRS inhib: -0.8
  STEP block: 2
  DNMT1 block: 1
  NadD block: 1
  Neddylation inh: .
  LMPTP block: 5.0

Next section:
Molecule	SUMO1-SIM PPI	SKN-1 block	Scp1 inh	NRP1-CendR mod	TbMetRS inhib	STEP block	DNMT1 block	NadD block	Neddylation inh	LMPTP block
CCN=C1S/C(=C\c2cc(Br)c(O)c(OC)c2)C(=O)N1CC	-15	2	-4	-39	-0.1	-1	-7	-1	i	-15
Cc1csc(NC(=O)Cc2ccc(F)cc2)n1	7	-2	-8	13	1.7	-3	-2	-1	i	1.1
CC(C)Oc1ccc(CNC(=O)C2CCCN(S(=O)(=O)N3CCOCC3)C2)cc1 (centres undefined)	-2	10	3	6	-0.5	-1	-2	1	i	-1.1
CN(Cc1ccccc1)C(=S)NC(=O)C1CCCCC1	1	-8	0	-2	-0.4	-1	0	4	i	1.0
O=C(N/N=C/c1ccc([N+](=O)[O-])o1)c1cc(-c2ccncc2)nc2ccccc12	-10	-4	29	-6	-0.8	0	7	17	i	3.4
CSc1ccc(/C=N/n2nnnc2N)cc1	-19	9	-5	8	-0.2	2	3	1	+	-1.1

Source: PubChem
